Epigenetic derep: derepresses silenced GFP reporter in murine cells. murine LDR cells, GFP reporter derepression, 30 h. AID 1865. Potency, µM (doses to about 53.9 µM), inactives show top-dose GFP activation, hits mostly activators. hit rate 0.2% among 280,000; further: potency means the concentration at half of the fitted maximal effect; % of control where 0% means no effect; nearly all actives have a fitted effect of over 60% in size
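Reporter derepression read as number of fluorescent GFP-positive objects, 20-120 um in size, counted by laser-scanning cytometer. Mouse LDR line with an epigenetically silenced CMV-GFP locus; compound incubation 30 h, 37 C.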
NPSR antag: neuropeptide S receptor (human) antagonism, cAMP. Potency, µM (titrated, usually from 38.3 µM), inactives show at the top dose activity change, negative = inhibition, hits mostly inhibitors. CHO-NPSR cells, cAMP TR-FRET, antagonist mode. hit rate 1% among 220,000. Q6W5P4; further: potency means the concentration at half of the fitted maximal effect; on the % scale 0 is the no-effect control and ±100 the full control effect; nearly all actives have a fitted effect of over 50% in size; many of its hits are not listed in these tables
Target sequence (Q6W5P4 whole entry, looked up): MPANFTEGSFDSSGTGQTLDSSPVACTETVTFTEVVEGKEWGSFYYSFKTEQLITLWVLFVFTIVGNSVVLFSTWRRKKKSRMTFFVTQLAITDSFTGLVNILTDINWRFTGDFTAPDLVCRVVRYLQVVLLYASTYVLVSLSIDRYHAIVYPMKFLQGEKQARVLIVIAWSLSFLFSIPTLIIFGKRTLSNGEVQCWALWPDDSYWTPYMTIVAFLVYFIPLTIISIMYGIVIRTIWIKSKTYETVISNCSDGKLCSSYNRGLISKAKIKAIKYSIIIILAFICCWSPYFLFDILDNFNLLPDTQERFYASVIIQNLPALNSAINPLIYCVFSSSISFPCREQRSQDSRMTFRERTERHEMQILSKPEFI
IMPase Li cell: IMPase inhibition in cells with lithium potentiation; Potency, µM (titrated, usually from 59.4 µM), for the others: top-dose activity, negative = IMPase inhibition, usual class: inhibitors; CHO-M1 cells, IP1 TR-FRET (IP-One), carbachol + lithium; hit rate 0.35% among 210,000;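 further: IP1 builds up when IMPase is blocked and the TR-FRET signal falls; potency means the concentration at half of the fitted maximal effect; plate controls were basal vehicle for no effect and high inhibitor control for full effect; nearly all actives have a fitted effect of over 50% in size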
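Concentration–response in CHO-M1 cells, lithium-potentiated; 30 min at 37C. IP1 detected by competitive TR-FRET after 10 min lysis at RT. Hill-fitted AC50.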
L3MBTL1 block: L3MBTL1 (human) inhibition; Q9Y468; AlphaScreen L3MBTL1–H3K9me1 peptide binding; Potency, µM (doses to about 57.1 µM), inactives show at the top dose activity, negative = inhibition, actives largely listed as inhibitors; hit rate 0.66% among 230,000; further: potency means the concentration at half of the fitted maximal effect; on the % scale 0 is the no-effect control and ±100 the full control effect; nearly all actives have a fitted effect of over 60% in size
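L3MBTL1 (50 nM) pre-complexed 30 min with biotinylated H3(1-15)K9me1 peptide (75 nM), then compounds added for 30 min at room temperature; AlphaScreen streptavidin donor/nickel chelate acceptor beads (10 ug/mL final) read after 30 min dark incubation.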
CBFb-RUNX1 inh: inhibitors of human CBF-beta and RUNX1 interaction. Q01196+Q13951. AlphaScreen CBFb-His/RUNX1-biotin binding, biochemical. Potency, µM (doses to about 59.8 µM), for the others: at the highest dose activity, negative = inhibition, most hits filed as inhibitors. 230,000 tested, under 10 active. AID 1477; further: % of control where 0% means no effect
Target sequence (Q01196 whole entry, looked up): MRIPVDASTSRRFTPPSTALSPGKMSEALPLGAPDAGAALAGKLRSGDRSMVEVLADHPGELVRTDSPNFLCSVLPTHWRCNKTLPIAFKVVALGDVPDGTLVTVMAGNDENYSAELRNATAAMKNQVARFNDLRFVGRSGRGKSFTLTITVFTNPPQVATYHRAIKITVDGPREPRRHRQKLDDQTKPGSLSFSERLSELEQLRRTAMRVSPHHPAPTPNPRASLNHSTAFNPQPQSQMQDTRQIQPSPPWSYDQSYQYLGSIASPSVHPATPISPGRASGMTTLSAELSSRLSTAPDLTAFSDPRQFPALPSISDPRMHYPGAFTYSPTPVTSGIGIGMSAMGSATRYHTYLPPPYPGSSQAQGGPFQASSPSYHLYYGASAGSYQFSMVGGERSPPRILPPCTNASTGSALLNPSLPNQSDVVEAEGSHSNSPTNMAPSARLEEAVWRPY
Target sequence (Q13951 whole entry, looked up): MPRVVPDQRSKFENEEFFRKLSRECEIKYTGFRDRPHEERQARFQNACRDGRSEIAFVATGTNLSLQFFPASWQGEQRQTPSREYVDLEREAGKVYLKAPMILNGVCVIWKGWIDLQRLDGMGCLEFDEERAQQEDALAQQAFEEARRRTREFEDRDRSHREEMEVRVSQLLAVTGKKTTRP
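Room-temperature protein-protein interaction test with 30 nM each of His-tagged CBF-beta and biotinylated RUNX1, 15 min with compound, then 90 min with nickel plus streptavidin beads. Signal read in AlphaScreen mode.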
KinaseGlo FLuc: counter-screen: inhibitors of Kinase-Glo firefly luciferase; hit rate 0.28% among 200,000; Kinase-Glo luciferase, ATP luminescence, 8 min; Potency, µM (doses to about 38.3 µM), for the others: at the highest dose activity change, negative = inhibition, hits mostly inhibitors; Q27757; further: potency means the concentration at half of the fitted maximal effect; on the % scale 0 is the no-effect control and ±100 the full control effect; nearly all actives have a fitted effect of over 60% in size
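Compounds were added to a substrate mix at pH 7.2 (50 mM imidazole, 10 uM ATP, within the enzyme's linear range), followed by Kinase-Glo detection reagent; luminescence was measured after 8 minutes at ambient temperature.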
HttQ103 aggreg: inhibitors of mutant huntingtin aggregate formation in PC12 cells | PC12 HttQ103-GFP aggregates, Acumen cytometry, 40 h | hit rate 1.1% among 220,000 | Potency, µM (doses to about 46.1 µM), inactives show top-dose activity change, negative = inhibition, hits mostly inhibitors | AID 1688; further: potency means the concentration at half of the fitted maximal effect; on the % scale 0 is the no-effect control and ±100 the full control effect; nearly all actives have a fitted effect of over 60% in size
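Compounds (qHTS titration) were added to PC12 cells expressing an ecdysone-driven HTT exon 1 Q103–GFP fusion after induction with 100 nM tebufenozide. Aggregate formation was measured as GFP objects in cell lysates.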
Active calls of the source: *; u = inconclusive; x = no result given; [ ] = another dose, or the depositor's remark. The call rests on the fitted dose curve; in most records, active means well fitted curve in the direction sought with a large enough effect; inconclusive means small, poorly fitted or top-dose-only effect, or another doubt; inactive means no such curve, though single readings can be large; an effect the other way counts as inactive or inconclusive.

SMILES | Epigenetic derep | NPSR antag | IMPase Li cell | L3MBTL1 block | CBFb-RUNX1 inh | KinaseGlo FLuc | HttQ103 aggreg
COc1ccc(CC(=O)Nc2ccc(N3CCOCC3)cc2)cc1OC | 0.0% | -9% | x | -12% | 0% | x | -11%[9.22 µM]
CCOC(=O)C1CCN(S(=O)(=O)Cc2ccccc2)CC1 | 5.3% | u | -11%[38.3 µM] | 4% | 3% | 0% | 5%
CCOC(=O)c1ccc(NC(=O)NCc2c(C)nn(CC)c2C)cc1 | -3.3% | -4% | -3% | x | 1% | 2% | u
CCc1nnc(NC(=O)CSc2ncc(-c3ccccc3)n2C)s1 | -3.1% | -6%[46.1 µM] | 19%[38.3 µM] | -8% | -3% | -1% | -1%
CNC(=S)NNC(=O)c1ccccc1Br | -1.6% | 9% | -3% | 1% | -7% | 1% | 10%
O=C(Nc1ccc(C(F)(F)F)cc1)c1ccccc1Br | -0.2% | 3% | 3% | x | 3% | 1% | -27%
Cc1ccc2nc3cc([N+](=O)[O-])cc([N+](=O)[O-])c3cc2c1 | 9.5% | 7.9µM* | 8% | x | -5% | -6% | x
O=C(c1ccc2c(c1)N(Cc1ccccc1)C(=O)c1ccccc1S2)N1CCCC1 | -1.1% | -20%[46.1 µM] | 29%[38.3 µM] | -9% | -1% | 12% | 4%
CCCCN(CC)S(=O)(=O)c1ccccc1 | 0.1% | -16%[46.1 µM] | -10%[38.3 µM] | x | -2% | 2% | 5%[9.22 µM]
O=C(O)CCCCCCNS(=O)(=O)c1ccccc1 | -3.3% | -12%[46.1 µM] | -7%[38.3 µM] | x | 0% | 1% | 12%[9.22 µM]
COC(=O)c1cn(NC(=O)/C=C/c2cc(OC)ccc2OC)c(=O)c2ccccc12 | 2.1% | -8% | -11% | -7% | 13% | 2% | 24%
COc1ccc(C=O)cc1OC(=O)C1(C)Cc2ccccc2C(=O)O1 (configuration not stated) | -0.4% | 5% | 10% | 7% | 6% | 2% | 10%
CCOc1ccccc1C1C(C#N)=C(N)Oc2n[nH]c(CC)c21 (configuration not stated) | -1.2% | 7%[46.1 µM] | 4%[38.3 µM] | -7% | -2% | 7% | 3%
COc1ccc(S(=O)(=O)N(C)CC(=O)Nc2cccc(C(C)=O)c2)cc1 | -1.1% | -5%[46.1 µM] | -8%[38.3 µM] | 79%[activator] | 7% | 3% | -5%
Cc1cc(C)n(Cc2cc(C(=O)O)c3ccccc3n2)n1 | -3.9% | 2% | 1% | x | 1% | 1% | 7%
O=C(CSc1ccccc1)N1CCN(c2ccccn2)CC1 | -1.5% | -3% | 7% | -3% | 10% | 0% | -7%
CCOC(=O)Nc1c(C)n(C)n(-c2ccccc2)c1=O | -3.6% | 2%[7.67 µM] | -17%[38.3 µM] | -4% | -6% | -2% | 0%
COc1ccc(NC(=O)Cn2nc(Cc3cccnc3)c3ccccc3c2=O)c(OC)c1 | -1.7% | 3% | x | x | 6% | x | -29%[9.22 µM]
CC(C)CCn1c(Cl)nc2c1c(=O)n(C)c(=O)n2C | -1.8% | -1%[46.1 µM] | -6%[38.3 µM] | -2% | 2% | -1% | 5%
CCOC(=O)c1nnn(-c2nonc2N)c1CN(C)C1CCCCC1 | -1.1% | -21%[46.1 µM] | -5%[38.3 µM] | 2% | 3% | -3% | -10%
COc1ccc(NC(=O)N2CCCC(c3nc(-c4ccc(C(C)C)cc4)no3)C2)cc1 (configuration not stated) | -1.0% | u | 6%[38.3 µM] | -5% | 0% | 11% | u
CC(C)C[C@@H](CC(=O)N[C@@H](CCCN)CC(=O)N[C@@H]1CCCC[C@H]1C(=O)N[C@H](CC(=O)N[C@@H](CCC(=O)O)CC(=O)O)Cc1c[nH]c2ccccc12)NC(=O)[C@@H]1CCCC[C@H]1N | -0.3% | x | 1% | x | 5% | 5% | x
Cc1cc(C)n2c(SCC(=O)N(C)C3CCCCC3)nnc2n1 | -4.5% | 8% | -2% | 5% | 1% | 0% | 3%[9.22 µM]
CCOc1ccc(-c2noc(-c3ccncc3)n2)cc1OCC | -1.1% | -2%[46.1 µM] | 31%[38.3 µM] | 2% | 6% | -3% | -16%
Cc1cc(Nc2nc3ccccc3nc2Cl)n(-c2ccccc2C)n1 | -0.2% | -12%[46.1 µM] | 5%[38.3 µM] | 36%[activator] | u | 2% | u
Cc1cccc(NC(=O)CCc2ccccc2)c1 | -1.3% | 2% | -4% | x | 14% | x | 1%
CCOc1ccccc1NC(=S)NCc1cccn1C | -1.8% | 8% | 2% | x | -10% | -1% | -11%
CNc1ncnc(Sc2ccc(Cl)cc2)c1[N+](=O)[O-] | 2.2% | 22% | x | 1% | 0% | x | 12%[9.22 µM]
CCCCC(=O)NC(c1ccccc1Cl)c1c(O)ccc2ccccc12 (configuration not stated) | 0.0% | u | 10% | 8% | 4% | -2% | -3%
CSc1cccc(NC(=O)C(=O)NCc2ccccc2)c1 | 3.0% | -7% | x | -2% | 5% | x | -6%[9.22 µM]
Cc1c(Nc2ncnc3nc[nH]c23)c(=O)n(-c2ccccc2)n1C | 0.0% | 15% | -2% | 20% | -1% | -2% | -11%
COc1ccc2cc(CN(CCO)C(=O)c3ccccc3F)c(=O)[nH]c2c1 | -0.8% | -6%[46.1 µM] | 12%[38.3 µM] | 5% | -1% | -1% | -9%
CCCC(=O)Nc1ccccc1N1CCN(C(=O)C(C)C)CC1 | -4.6% | 8%[7.67 µM] | 11%[38.3 µM] | 2% | 1% | -2% | -5%
FC(F)(F)c1nnc2sc(-c3ccccn3)nn12 | -1.0% | -4%[46.1 µM] | 20%[38.3 µM] | -1% | 2% | 4% | 4%
CC(C)CC(NC(=O)c1ccc(Cl)cc1)C(=O)O (configuration not stated) | -0.1% | -4%[46.1 µM] | -23%[38.3 µM] | x | 4% | 2% | 0%[9.22 µM]
COc1cc(-c2nc3ccc(N4CCN(C)CC4)cc3[nH]2)cc(OC)c1OC | -0.4% | -39% | u | -12% | 8% | -4% | 25%
Cc1ccccc1C1CC(c2ccc(Br)cc2)Nc2nc(N)nn21 (configuration not stated) | -1.0% | -21%[46.1 µM] | 12% | 27% | -3% | 1% | -20%
COc1ccc(NC(=O)CSc2nnc(Cn3cnc4ccccc43)n2C)cc1 | -0.3% | -9%[46.1 µM] | 3% | -3% | 6% | -4% | 2%
CCOc1ccc(C(=O)c2cccs2)cc1 | 2.0% | -3%[46.1 µM] | -12%[38.3 µM] | 7% | 11% | -4% | -32%
Cc1ccc(S(=O)(=O)N2CCCC2C(=O)NCCc2ccccc2)cc1 (configuration not stated) | 3.1% | -7% | 5% | 0% | 8% | -2% | 16%[9.22 µM]

3 compounds already listed, ordered by molar mass, descending:
SMILES | Epigenetic derep | NPSR antag | IMPase Li cell | L3MBTL1 block | CBFb-RUNX1 inh | KinaseGlo FLuc | HttQ103 aggreg
O=C(c1ccc2c(c1)N(Cc1ccccc1)C(=O)c1ccccc1S2)N1CCCC1 | -1.1% | -20%[46.1 µM] | 29%[38.3 µM] | -9% | -1% | 12% | 4%
Cc1ccccc1C1CC(c2ccc(Br)cc2)Nc2nc(N)nn21 (configuration not stated) | -1.0% | -21%[46.1 µM] | 12% | 27% | -3% | 1% | -20%
CCOC(=O)c1nnn(-c2nonc2N)c1CN(C)C1CCCCC1 | -1.1% | -21%[46.1 µM] | -5%[38.3 µM] | 2% | 3% | -3% | -10%

(next part)
SMILES | Epigenetic derep | NPSR antag | IMPase Li cell | L3MBTL1 block | CBFb-RUNX1 inh | KinaseGlo FLuc | HttQ103 aggreg
Cc1cccc(N(C(=O)c2nsc(Cl)c2Cl)C(C(=O)NC2CCCC2)c2ccc(O)cc2)c1 (configuration not stated) | 0.9% | -28% | 16% | 0% | -3% | 1% | u
COc1ccc(C(=O)NCC2(c3ccccc3)CCOCC2)cc1[N+](=O)[O-] | 0.0% | 8% | -1% | -10% | 3% | 0% | 31%
Cc1cc(C)nc(-n2nc(C)cc2NC(=O)c2ccc(S(=O)(=O)N3CCOCC3)cc2)n1 | -0.3% | 17% | x | 2% | 7% | x | -9%[9.22 µM]
NC(=S)Nc1cccc2cn[nH]c12 | -0.4% | 7% | -3% | u | -15% | -4% | 0%
O=C(CNC(=O)Cc1ccccc1)NCC(=O)OCc1ccccc1 | 0.0% | -10%[46.1 µM] | -7%[38.3 µM] | 0% | 1% | -5% | -5%
CSCc1ccc(C(=O)NCc2ccc(C)cc2)cc1 | -4.0% | 10% | 0% | -5% | -3% | 3% | -4%
Cc1ccc(N=Nc2c(=O)[nH]n3c(=O)cc(C)[nH]c23)cc1 | 8.2% | -27%[46.1 µM] | 47%[activator][38.3 µM] | x | -7% | u | 17%
CC(C)C(OC(=O)c1ccco1)C(=O)NCc1ccccc1 (configuration not stated) | -2.1% | -6%[46.1 µM] | 23%[38.3 µM] | 23%[11.4 µM] | 8% | -3% | -8%
COc1ccc(N2CCN(C(=O)CCNS(=O)(=O)c3cccs3)CC2)cc1 | -0.7% | 12%[46.1 µM] | 14%[38.3 µM] | x | 3% | -1% | 6%
CC(C)N(C(=S)Nc1cccc(C(F)(F)F)c1)C(C)c1ccccn1 (configuration not stated) | 0.0% | u | 1% | x | 3% | -2% | -2%
S=c1[nH]nc(-c2cccnc2)n1/N=C/c1ccc(Br)s1 | -3.2% | -44% | 0% | -5% | 19% | 0% | 15%
COc1cccc(-n2c(SCC(=O)N3c4ccccc4CC3C)nnc2-c2ccco2)c1 (configuration not stated) | -0.7% | u | 1%[38.3 µM] | x | -5% | 0% | -18%
CC(C(=O)NC1CCCCCC1)N(c1ccccc1)S(C)(=O)=O (configuration not stated) | 0.0% | -6%[46.1 µM] | 8%[38.3 µM] | -13% | 0% | 1% | 20%
Clc1ccc(-c2nc(NCCN3CCOCC3)c3ccccc3n2)cc1 | -1.1% | -19%[46.1 µM] | -20%[38.3 µM] | -2% | 1% | -4% | 7%
COc1ccc(C2N=C(N)N=C(N)N2c2ccc(C)cc2)cc1 (configuration not stated) | -8.8% | 0%[46.1 µM] | 7%[38.3 µM] | x | -4% | 1% | 11%[9.22 µM]
CCc1cc(=O)oc2cc(C)c(CN3CCCC3)c(O)c12 | -5.9% | -27%[46.1 µM] | x | 4µM* | x | x | 13%
Cc1ccc(C2CC2C(=O)NNC(=S)Nc2ccc(Cl)cc2)cc1 (configuration not stated) | 0.0% | 11% | 5% | 4% | 11% | 1% | -10%
COc1ccc(N2CCN(c3cc(C)c4ccc(C)cc4n3)CC2)cc1 | -4.1% | -18% | 16% | u | u | -1% | -10%
COc1ccc(C2C(C(=O)NCc3ccco3)c3ccccc3C(=O)N2C)cc1 (configuration not stated) | -1.1% | 4% | 7% | -17% | 6% | -1% | 2%

Not all compounds are listed, so the mix of outcomes need not match the whole.
